Screening results (PubChem BioAssay)
Arr AP2 block – inhibitors of beta-arrestin/AP2 binding, primary screen, biochemical, GPCR trafficking, flow cytometry. beta-arrestin 1 C-terminal peptide binding to AP2 beta2-adaptin appendage (human). FITC-arrestin peptide / GST-AP2 beads; AP2 beta2 appendage carries R879A mutation. inhibition, % at 10 µM. 340,000 compounds, 0.31% hits. AID 504490, 2011;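 active = inhibition above a set limit, near 3 SD of compounds lacking own fluorescence, cut at about 54% in these data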;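 note: plate controls were DMSO wells for no effect and 5 µM unlabelled arrestin peptide for full effect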
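Test system: GST-tagged AP2 beta2-adaptin appendage (R879A) on 4 µm glutathione beads; also added: fluorescein-tagged arrestin peptide at 50 nM final; timing: 12 min plus 1 h, RT; signal: flow cytometry, FL1 (488/535 nm); read-out: percent drop in bead-associated FITC signal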
SR-BI uptake up – activators of SR-BI mediated DiI-HDL uptake, primary screen, ldlA[mSR-BI] CHO cells, DiI fluorescence. 3 h; 100 = double the neutral-control signal. activation, % at 12.5 µM. 320,000 compounds, 0.096% hits;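 active = mean replicate activation of at least 60% and every replicate at or above 60%; inconclusive = mean or all-replicate condition met, but not both; inactive = mean below 60% and not all replicates reaching 60%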;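 note: 0% = median plate neutral-control signal and 100% = twice that signal; values of inactives mirror those of a sister screen read the other way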
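Assay system: CHO ldlA[mSR-BI] cells, LDL receptor-null, SR-BI overexpressing; medium: Ham's F12 with 0.5% BSA, HEPES 25 mM, pH 7.4; also added: DiI-HDL 10 µg/mL; timing: 3 h uptake period with compound, 37 °C; signal: DiI fluorescence, bottom read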
Keap1-Nrf2 PPI – Keap1-Nrf2 protein-protein interaction inhibitors, primary screen, biochemical, fluorescence polarization, single point; Keap1 Kelch-Nrf2 peptide fluorescence polarization, 1536-well; inhibition, % at 9.4 µM; 340,000 compounds, 0.15% hits; AID 504523, 2011; in the data active = inhibition above about 12%; inconclusive = no clear call, values can overlap the other calls; inactive = below about 7.3%;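 note: human Keap1 Kelch domain with fluorescein labeled Nrf2 9mer peptide probe; 0% = neutral control wells and 100% = peptide positive control; higher means more block of Keap1 binding to Nrf2 peptide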
PKA-R2B activ – activators of PKA-R2B holoenzyme, primary screen, biochemical, fluorescence polarization, Cy5-IP20, human; 340,000 compounds, 0.079% hits; cAMP-dependent protein kinase catalytic subunit beta (Homo sapiens) + cAMP-dependent …; activation, % at 11.4 µM; AID 504700, 2011; PKA-R2B holoenzyme dissociation; R2B truncated from residue 108, S112A mutant; 0% DMSO only, 100% 113 µM cGMP;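 active = activation above a cutoff set at the mean over all compounds plus 3 SD, cut at about 18% in these data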;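 note: higher means more holoenzyme dissociation and a rise in polarization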
Target sequence (P31323 whole entry, looked up, other chains not shown, the tested form may be a part): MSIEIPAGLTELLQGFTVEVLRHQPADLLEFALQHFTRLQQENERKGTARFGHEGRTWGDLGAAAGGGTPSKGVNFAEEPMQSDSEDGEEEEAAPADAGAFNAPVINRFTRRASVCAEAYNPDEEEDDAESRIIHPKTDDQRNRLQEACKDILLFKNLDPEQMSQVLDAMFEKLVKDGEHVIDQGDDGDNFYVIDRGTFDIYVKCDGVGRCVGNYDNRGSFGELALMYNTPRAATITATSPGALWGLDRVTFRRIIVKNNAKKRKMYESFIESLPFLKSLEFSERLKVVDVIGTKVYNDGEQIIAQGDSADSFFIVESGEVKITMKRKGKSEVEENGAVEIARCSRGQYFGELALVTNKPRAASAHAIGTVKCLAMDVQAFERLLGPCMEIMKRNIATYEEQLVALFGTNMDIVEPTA
SR-BI DiI inh – inhibitors of SR-BI mediated HDL lipid uptake, primary screen, ldlA[mSR-BI] cells, fluorescence, single point; ldlA[mSR-BI] CHO cells, DiI-HDL uptake fluorescence, 3 h; inhibition, % at 12.5 µM; 320,000 compounds, 0.96% hits; Scavenger receptor class B member 1 (Mus musculus), Q61009;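 active = mean replicate inhibition of at least 70% and a set share of replicates each scoring 70 or more; inconclusive = meets just one of the two criteria; inactive = fails both criteria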;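 note: 0% = median of neutral control wells and 100% = median of positive control wells; values of inactives mirror those of a sister screen read the other way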
Target sequence (Q61009 whole entry, looked up): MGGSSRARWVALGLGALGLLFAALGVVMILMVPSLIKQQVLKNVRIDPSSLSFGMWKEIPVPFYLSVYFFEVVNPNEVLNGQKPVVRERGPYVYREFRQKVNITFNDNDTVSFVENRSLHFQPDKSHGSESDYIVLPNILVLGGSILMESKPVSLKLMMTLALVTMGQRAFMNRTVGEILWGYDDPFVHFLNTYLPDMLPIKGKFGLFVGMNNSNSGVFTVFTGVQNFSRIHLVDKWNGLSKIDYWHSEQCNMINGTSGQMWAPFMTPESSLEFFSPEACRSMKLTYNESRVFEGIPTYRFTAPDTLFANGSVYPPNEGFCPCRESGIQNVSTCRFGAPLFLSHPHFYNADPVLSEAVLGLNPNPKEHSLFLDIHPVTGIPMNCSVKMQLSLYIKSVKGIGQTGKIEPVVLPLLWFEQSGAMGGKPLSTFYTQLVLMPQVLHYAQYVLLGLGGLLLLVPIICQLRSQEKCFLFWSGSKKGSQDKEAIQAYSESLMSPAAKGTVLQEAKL
NSD2 HMT inh – NSD2 histone methyltransferase inhibitors, primary screen, biochemical, AlphaScreen, single concentration, set 2; Histone-lysine N-methyltransferase NSD2 (Homo sapiens), O96028; NSD2 peptide methylation, 120 min; inhibition, % at 12.5 µM; 310,000 compounds, 0.54% hits; AID 743445, 2014; in the data active = inhibition above about 50%
RTF Ca sens inh – cardiac RTF calcium sensitivity inhibitors, primary screen, biochemical, IANBD-TnC fluorescence, EC70 calcium | Troponin I, cardiac muscle (Homo sapiens) + Troponin T, cardiac muscle (Homo sapiens) + … | 340,000 compounds, 0.12% hits | AID 493244, 2011 | inhibition, % at 7.15 µM | IANBD-labeled cardiac RTF, Ca2+ fluorescence;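 active = inhibition above the mean inhibition of all tested compounds plus 3 SD, cut at about 17% in these data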;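 note: assay run at fixed EC70 calcium of 1.6 mM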
DAGLB inh – DAGLB lipase inhibitors, primary screen, biochemical, fluorescence, HTS; Diacylglycerol lipase-beta (Homo sapiens), Q8NCG7; HEK293T DAGLB membrane lysate, EnzChek fluorogenic substrate; inhibition, % at 5.17 µM; 340,000 compounds, 0.059% hits; in the data active = inhibition above about 34%;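 note: 0% = enzyme with vehicle and 100% = wells lacking enzyme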
LANA DNA inh – inhibitors of KSHV C-LANA binding to DNA, primary screen, biochemical, fluorescence polarization, FAM-LBS DNA, MBP-C-LANA, single point; inhibition, % at 9 µM; 340,000 compounds, 0.078% hits;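 active = highest replicate inhibition at or above 60% at 9 µM, even if other replicates fall short; inactive = all replicates below 60% inhibition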;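 note: 0% = neutral control wells and 100% = 4 µM acridine orange control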
PvdQ acylase – P. aeruginosa PvdQ acylase inhibitors, primary screen, biochemical, fluorescence, plate reader and imaging, single point | PvdQ acylase [Pseudomonas aeruginosa LESB58] | 340,000 compounds, 0.063% hits | purified PvdQ acylase | inhibition, % at 10 µM | AID 488965, 2010; in the data active = inhibition above about 30%, passing the limit was not always enough; inconclusive = no clear call, values can overlap the other calls;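 note: 0% = vehicle neutral wells and 100% = reference inhibitor wells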
* = called active by the depositor; ? = inconclusive; . = not tested or not shown.

| nr | molecule | Arr AP2 block | SR-BI uptake up | Keap1-Nrf2 PPI | PKA-R2B activ | SR-BI DiI inh | NSD2 HMT inh | RTF Ca sens inh | DAGLB inh | LANA DNA inh | PvdQ acylase |
| --- | --- | --- | --- | --- | --- | --- | --- | --- | --- | --- | --- |
| 1 | COCCN1CC(CNC(=O)c2cc(COc3ccccc3SC)on2)CC1=O (configuration not stated) | -9 | -5 | -4 | -8 | 5 | 6 | -9 | -1 | 1.3 | -11 |
| 2 | Cc1cccc(NC(=O)CCC(=O)OCc2ccc(Br)cc2)c1 | 1 | 58 | -5 | 8 | -58 | 0 | 3 | 0 | -2.3 | -12 |
| 3 | CN(C)C(CNC(=O)c1ccc2ccccc2n1)c1ccccc1 (configuration not stated) | 22 | . | 0 | -11 | . | 4 | 7 | -3 | -1.1 | 3 |
| 4 | Cc1cc(C(=O)CSc2ncccn2)c(C)n1-c1cccc(F)c1 | -4 | -13 | -3 | -3 | 13 | 1 | 2 | -3 | 5.0 | -9 |
| 5 | CCC(C)c1ccc(S(=O)(=O)N2CCN(C(C)CC(=O)O)CC2)cc1 (configuration not stated) | -11 | 26 | 0 | 3 | -26 | -1 | -2 | 0 | 4.7 | -4 |
| 6 | Cc1cc(C)cc(OCC(=O)Nc2cccc(S(=O)(=O)NC3=NCCC3)c2)c1 | 1 | -10 | 1 | -11 | 10 | 2 | -11 | -1 | 0.5 | 6 |
| 7 | Cc1c[nH]c2ccccc12 | 1 | -13 | 3 | 5 | 13 | . | 6 | 3 | 2.2 | -6 |
| 8 | CCCCCCn1c(CN2CCN(C(=O)c3ccco3)CC2)nc2c1c(=O)n(C)c(=O)n2C | 2 | -31 | -3 | 1 | 31 | . | -3 | 4 | 0.9 | -8 |
| 9 | COc1cc(O)oc1C=Nc1ccc(Cl)cc1Cl | -8 | -3 | 8 | -8 | 3 | 2 | -24 | -2 | 0.7 | -6 |
| 10 | Cc1nn(Cc2cccc(C(N)=O)c2)c(C)c1Br | -17 | 6 | 2 | 4 | -6 | -1 | 3 | -3 | -0.3 | -7 |
| 11 | CCOC(=O)c1ccc(-c2c(-c3ccc4c(c3)OCO4)noc2C)cc1F | 3 | 4 | 0 | -13 | -4 | . | -8 | -20 | 2.1 | -2 |
| 12 | CSc1cnc2c(N)nc(N(C)C)nc2n1 | 1 | 26 | 7 | -12 | -26 | 0 | -28 | -4 | -0.6 | 7 |
| 13 | COc1ccccc1CNC(=O)C[n+]1ccccc1 | -2 | 0 | 0 | -10 | 0 | -1 | 3 | 2 | -0.4 | -2 |
| 14 | Cc1oc2cc3oc(=O)c(CCC(=O)N4C[C@H]5C[C@@H](C4)c4cccc(=O)n4C5)c(C)c3cc2c1C | 6 | -9 | -8 | -8 | 9 | . | -7 | 1 | 2.3 | -2 |
| 15 | COc1ccccc1NC(=O)CCC(=O)OCc1ccc(Cl)cc1 | 0 | 24 | -3 | 3 | -24 | -4 | 7 | -3 | 0.1 | -8 |
| 16 | c1ccc(C2CSc3ccccc3N2)cc1 (configuration not stated) | 34 | 18 | -1 | -13 | -18 | 1 | 1 | -2 | -0.3 | 6 |
| 17 | CCc1ccc(CN(C)C(=O)c2ccc3c(c2)OCCO3)cc1 | 8 | 2 | -4 | -19 | -2 | 0 | -8 | -12 | -1.6 | -13 |
| 18 | Cc1ccc(CSCCNC(=O)c2ccccc2)cc1 | 39 | -2 | 1 | 7 | 2 | 0 | 7 | -3 | 2.4 | 3 |
| 19 | Cc1cc(NC2CCCCC2)nc2ccccc12 | 3 | 16 | -5 | -4 | -16 | -6 | -1 | -2 | 0.4 | -18 |
| 20 | C/C(=N\OC(=O)c1ccc(C)cc1)c1c(C)nc2cc(C)ccn12 | 10 | -11 | -6 | -5 | 11 | 29 | -6 | -1 | 2.7 | 2 |
| 21 | Cc1ccnc(SCCn2c(N3CCN(c4ccccc4)CC3)nc3c2c(=O)[nH]c(=O)n3C)n1 | 1 | 23 | -1 | 0 | -23 | . | -8 | -2 | 0.7 | -5 |
| 22 | N#Cc1c(-c2ccncc2)cc(-c2ccc(F)cc2)nc1N | 16 | -15 | -2 | 1 | 15 | -6 | 2 | -1 | -4.7 | -6 |
| 23 | COc1ccc([C@H]2C(C(=O)O)=C[C@@H](CC3CCCC3)N2S(=O)(=O)c2ccc(C)cc2)cc1OC | 5 | 4 | 1 | -4 | -4 | . | -5 | 2 | 1.6 | 0 |
| 24 | O=C(NC1(C(F)(F)F)NC(=O)N(Cc2cccnc2)C1=O)c1ccccc1 (configuration not stated) | 0 | 42 | -1 | -7 | -42 | -5 | 5 | 3 | 0.1 | -7 |
| 25 | CCOc1ccc(C(=O)Nc2cccc(-c3ccc(N4CCOCC4)nn3)c2)cc1OCC | -9 | -90 | 3 | -3 | 90* | -4 | -6 | 2 | 0.0 | -4 |
| 26 | CCCCCCCCC(NC(=O)c1ccc(C#N)cc1)C(=O)NCCC (configuration not stated) | 17 | -2 | 2 | 7 | 2 | . | 1 | -4 | -0.5 | 0 |
| 27 | O=C(COC(=O)/C=C/c1ccc(F)cc1)Nc1ccc(S(=O)(=O)N2CCOCC2)cc1 | -13 | 13 | 2 | -7 | -13 | -2 | -2 | -1 | 0.3 | -1 |
| 28 | COc1ccc(NC(=O)CN(C)Cc2c(F)cccc2Cl)cc1S(=O)(=O)N1CCCCC1 | 2 | -7 | 0 | -5 | 7 | 4 | 12 | -5 | -0.2 | 1 |
| 29 | Cc1ccc(N2CC(C(=O)OCC(=O)Nc3ccc(F)cc3F)CC2=O)cc1 (configuration not stated) | -5 | 3 | -1 | -3 | -3 | -2 | -1 | -1 | 0.9 | 2 |
| 30 | CCOC(=O)C1CCN(CC(=O)Nc2cc(S(=O)(=O)N3CCOCC3)ccc2C)CC1 | 4 | 7 | -2 | -3 | -7 | 7 | -9 | -2 | -0.8 | 2 |
| 31 | COc1ccccc1CNC(=O)CN(C)Cc1ccc(SC)cc1 | -6 | . | -2 | -4 | . | 3 | -29 | -2 | 0.6 | -3 |
| 32 | Cc1cc(C)cc(C(=O)Nc2ccc(N3CCN(S(C)(=O)=O)CC3)cc2)c1 | 1 | -32 | 1 | 3 | 32 | -1 | -6 | 1 | 0.8 | -8 |
| 33 | O=C(NNC(=S)Nc1ccccc1Cl)c1ccccc1Br | 36 | -6 | -2 | -3 | 6 | 0 | -6 | 6 | -2.3 | -14 |
| 34 | C=CCN1C(=O)C2C(C(=O)NC)C3C=CC2(O3)C1C(=O)NCc1ccc(OC)cc1 (configuration not stated) | -10 | 1 | 1 | -10 | -1 | 17 | -7 | 3 | -0.3 | -6 |
| 35 | COc1ccccc1C1CC(c2ccco2)=NN1c1ccccc1 (configuration not stated) | 14 | -10 | -2 | 5 | 10 | -11 | 3 | -2 | -0.2 | 12 |
| 36 | COc1cccc(NC(=O)CCN2CCC(C(N)=O)CC2)c1 | 2 | 9 | -6 | 0 | -9 | -2 | 0 | 2 | 1.5 | -17 |
| 37 | O=C(COc1cccc(C(F)(F)F)c1)Nc1ccc(S(=O)(=O)N2CCCCC2)cc1 | 16 | -36 | -6 | -12 | 36 | 0 | -3 | -10 | 1.0 | 5 |
| 38 | CCCN1C(=O)/C(=C/c2c(N3CCNC(=O)C3CC(=O)OCC)nc3c(C)cccn3c2=O)SC1=S (configuration not stated) | 5 | ? | -132 | -1 | -78 | . | -302 | -84 | -9.8 | 1 |
| 39 | Cc1cc2c(cc1S(=O)(=O)CCC(=O)Nc1cccc(C(F)(F)F)c1)OCC(=O)N2 | 20 | 9 | 2 | -8 | -9 | -1 | -4 | -2 | -0.1 | -8 |
| 40 | COc1ccc(OC)c(/C(O)=C/C(=O)C(=O)Nc2ccccc2OC)c1 | 1 | -5 | 6 | 3 | 5 | -5 | -18 | 2 | 2.1 | -1 |
| 41 | O=C(Nc1cn(-c2ccccc2)nc1-c1ccccc1)c1ccccc1 | -4 | -34 | 3 | -15 | 34 | 0 | -3 | -5 | 1.6 | -3 |
| 42 | CCOC(=O)Nc1cccc(C(=O)O)c1 | 12 | 3 | 3 | -8 | -3 | -3 | 0 | 0 | -0.8 | -4 |
| 43 | O=C(O)c1ccc(-c2ccc(O)c(F)c2)cc1 | 1 | 6 | 2 | 3 | -6 | . | 6 | -3 | -0.1 | 4 |
| 44 | CCOC(=O)c1[nH]c2ccc(OC)cc2c1NC(=S)N1CCN(c2cccc(Cl)c2)CC1 | 5 | -58 | -6 | -3 | 58 | 4 | -8 | -2 | -0.9 | -16 |
| 45 | Cc1cc(C(=O)OCC(=O)N(CC(C)C)c2c(N)n(Cc3ccccc3)c(=O)[nH]c2=O)c(C)o1 | -7 | -4 | -1 | -14 | 4 | 2 | -6 | 4 | -0.1 | -15 |

In a second layout: results already given
36. COc1cccc(NC(=O)CCN2CCC(C(N)=O)CC2)c1
39. Cc1cc2c(cc1S(=O)(=O)CCC(=O)Nc1cccc(C(F)(F)F)c1)OCC(=O)N2
34. C=CCN1C(=O)C2C(C(=O)NC)C3C=CC2(O3)C1C(=O)NCc1ccc(OC)cc1 (configuration not stated)
45. Cc1cc(C(=O)OCC(=O)N(CC(C)C)c2c(N)n(Cc3ccccc3)c(=O)[nH]c2=O)c(C)o1
37. O=C(COc1cccc(C(F)(F)F)c1)Nc1ccc(S(=O)(=O)N2CCCCC2)cc1

assay / compound	36	39	34	45	37
Arr AP2 block	2	20	-10	-7	16
SR-BI uptake up	9	9	1	-4	-36
Keap1-Nrf2 PPI	-6	2	1	-1	-6
PKA-R2B activ	0	-8	-10	-14	-12
SR-BI DiI inh	-9	-9	-1	4	36
NSD2 HMT inh	-2	-1	17	2	0
RTF Ca sens inh	0	-4	-7	-6	-3
DAGLB inh	2	-2	3	4	-10
LANA DNA inh	1.5	-0.1	-0.3	-0.1	1.0
PvdQ acylase	-17	-8	-6	-15	5
